LMPTP inh = LMPTP (human) inhibition; P24666; recombinant LMPTP-A, OMFP fluorogenic substrate, fluorescence intensity; 360,000 compounds, 0.22% hits; inhibition, % at 20 µM; AID 651560;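 active = compounds that cut the enzyme signal by at least half of the control window in the single-dose screen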;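 also: plate controls were DMSO wells with enzyme plus substrate for no effect and substrate without enzyme for full effect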
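Buffer or medium: Bis-Tris pH 6.0, DTT, detergent; Assay system: LMPTP-A enzyme; Quantity: 0.625 nM enzyme; Detection: endpoint fluorescence intensity; Times: 50 min dark incubation at room temperature; Controls: substrate-only low control, DMSO enzyme-plus-substrate high control; Doses: single 20 µM dose; Read-out: percent inhibition versus substrate-only and uninhibited controls; Reagent: 400 µM OMFP.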
Rpn11 inh = blocks the human proteasome subunit Rpn11 | human 26S proteasome, Ub4-pepOG fluorescence polarization; 20S core pre-blocked with epoxomicin | calls only at 20 µM | 360,000 compounds, 0.59% hits | AID 588493;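 active = inhibition at 20 µM, scaled to each plate's controls, above about 33%, limit read from the data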
CSN inh = blocks human CSN-mediated cullin deneddylation | Q92905 | Purified CSN, SCF-Nedd8-OG deneddylation, fluorescence polarization | inhibition, % at 12.5 µM | 360,000 compounds, 0.38% hits | AID 651999;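 active = pattern-corrected inhibition above about 35%, with an unprinted fluorescence ratio check between 0.5 and 1.5, limit read from the data, passing the limit was not always enough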;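 also: 0% = enzyme with substrate and 100% = substrate without enzyme; some results filed as inactive read as strong as hits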
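Material: human Csn5 produced in HEK293T cells; Input: enzyme 0.24 nM; Reagent: SCFSkp2-Nedd8OG substrate at 10 nM final; Dosing: 12.5 µM compound; Incubation: 90 min reaction at room temperature; Detection: fluorescence polarization of the substrate; Evaluation: % inhibition of substrate cleavage by Csn5; Control set: substrate-only high control, full reaction low control.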
Scp-1 inhibitor = inhibitors of human Scp-1 phosphatase; Q9GZU7; inhibition, % at 20 µM; 340,000 compounds, 0.88% hits; Recombinant Scp1, phosphopeptide, malachite green phosphate absorbance; AID 493091;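 active = inhibition above about 50% at 20 µM, limit read from the data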;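 also: plate controls were DMSO wells with enzyme for no effect and wells lacking enzyme for full effect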
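Test system: SCP-1 phosphatase catalytic domain, residues 76-261; measured by: colorimetric phosphate reagent with accelerator and stabiliser, absorbance at 630 nm; timing: enzyme reaction 45 min at room temperature, colour 5 min, stabilisation 30 min; also added: Phosphorylated 17-residue peptide substrate; compound dosing: one concentration, 20 µM, with 1.0% DMSO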
SUMO1 PPI mod = alters human SUMO1 binding to SIM partners; P63165; SUMO1 binding to a labelled peptide, TR-FRET, 1 h; inhibition, % at 20 µM; 360,000 compounds, 0.33% hits; in the data active = inhibition above about 37%
DNMT1 inh = blocks human DNA methyltransferase DNMT1; DNMT1 molecular beacon, Hinp1I cleavage, fluorescence; inhibition (reported as % activation of signal), % at 10 µM; AID 588458; 360,000 compounds, 0.83% hits; in the data active = inhibition above about 50%
Neddylation inh = blocks human cullin neddylation; P61081+Q13564; TR-FRET cullin neddylation, biochemical; calls only at 25 µM; 360,000 compounds, 0.58% hits; AID 651699; in the data active = inhibition above about 36%
NadD block = blocks S. aureus nicotinate mononucleotide adenylyltransferase; purified NadD enzyme, colorimetric absorbance read-out; inhibition, % at 20 µM; 360,000 compounds, 0.78% hits; in the data active = inhibition above about 26%; also: some compounds past the cut are filed as inactive
STEP block = inhibitors of human striatal-enriched phosphatase STEP; P54829; recombinant STEP, OMFP fluorogenic substrate, fluorescence; inhibition, % at 20 µM; 360,000 compounds, 0.25% hits; AID 588621;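 active = inhibition at 20 µM, scaled per plate between control wells, above about 37%, limit read from the data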;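 also: 0% = DMSO with enzyme and substrate and 100% = substrate only without enzyme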
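Test system: STEP tyrosine phosphatase / Reagent: OMFP at 25 µM / Doses: 20 µM, 1% DMSO / Read-out: percent inhibition scaled to no-enzyme and uninhibited-enzyme controls, plate-pattern corrected / Detection: FITC-channel fluorescence of OMFP product / Medium: Bis-Tris buffer pH 6.0, 2.5 mM DTT, 0.005% Tween 20 / Schedule: 20 min at room temperature, dark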
Rin1 Abl inh = inhibitors of human Rin1-Abl protein interaction; P00519+Q13671; TR-FRET Rin1/Abl binding, biochemical; inhibition, % at 7.35 µM; 360,000 compounds, 0.4% hits; AID 588664; in the data active = inhibition above about 5%, passing the limit was not always enough
Target sequence (P00519 whole entry, looked up): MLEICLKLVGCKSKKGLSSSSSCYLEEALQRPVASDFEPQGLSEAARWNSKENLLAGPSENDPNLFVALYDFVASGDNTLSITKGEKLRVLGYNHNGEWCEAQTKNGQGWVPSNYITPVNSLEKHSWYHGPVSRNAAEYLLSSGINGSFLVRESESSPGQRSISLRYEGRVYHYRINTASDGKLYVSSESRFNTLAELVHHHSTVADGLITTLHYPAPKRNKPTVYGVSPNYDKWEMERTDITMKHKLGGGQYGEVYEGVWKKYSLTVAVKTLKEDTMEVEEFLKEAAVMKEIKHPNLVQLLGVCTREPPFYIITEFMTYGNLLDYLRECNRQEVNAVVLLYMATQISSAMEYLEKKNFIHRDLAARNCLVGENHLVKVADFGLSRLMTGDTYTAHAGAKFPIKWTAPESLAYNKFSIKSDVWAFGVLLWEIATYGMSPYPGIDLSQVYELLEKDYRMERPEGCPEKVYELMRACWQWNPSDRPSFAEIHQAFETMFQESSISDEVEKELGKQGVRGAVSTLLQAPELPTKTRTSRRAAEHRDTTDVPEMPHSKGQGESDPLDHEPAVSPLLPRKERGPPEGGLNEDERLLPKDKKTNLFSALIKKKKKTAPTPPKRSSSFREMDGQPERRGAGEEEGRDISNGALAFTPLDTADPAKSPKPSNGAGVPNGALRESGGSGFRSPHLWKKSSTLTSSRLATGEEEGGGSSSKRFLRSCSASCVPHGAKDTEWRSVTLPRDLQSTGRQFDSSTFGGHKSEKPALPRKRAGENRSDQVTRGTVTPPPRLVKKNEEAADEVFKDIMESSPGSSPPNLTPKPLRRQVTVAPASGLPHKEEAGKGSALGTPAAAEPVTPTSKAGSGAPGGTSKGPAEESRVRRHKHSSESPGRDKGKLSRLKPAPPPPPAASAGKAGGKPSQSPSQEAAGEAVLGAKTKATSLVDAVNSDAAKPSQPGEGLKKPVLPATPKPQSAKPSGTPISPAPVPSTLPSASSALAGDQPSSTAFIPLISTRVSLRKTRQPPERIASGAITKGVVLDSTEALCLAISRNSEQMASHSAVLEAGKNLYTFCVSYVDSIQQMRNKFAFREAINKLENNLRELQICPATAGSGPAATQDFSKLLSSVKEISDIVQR
Target sequence (Q13671 whole entry, looked up): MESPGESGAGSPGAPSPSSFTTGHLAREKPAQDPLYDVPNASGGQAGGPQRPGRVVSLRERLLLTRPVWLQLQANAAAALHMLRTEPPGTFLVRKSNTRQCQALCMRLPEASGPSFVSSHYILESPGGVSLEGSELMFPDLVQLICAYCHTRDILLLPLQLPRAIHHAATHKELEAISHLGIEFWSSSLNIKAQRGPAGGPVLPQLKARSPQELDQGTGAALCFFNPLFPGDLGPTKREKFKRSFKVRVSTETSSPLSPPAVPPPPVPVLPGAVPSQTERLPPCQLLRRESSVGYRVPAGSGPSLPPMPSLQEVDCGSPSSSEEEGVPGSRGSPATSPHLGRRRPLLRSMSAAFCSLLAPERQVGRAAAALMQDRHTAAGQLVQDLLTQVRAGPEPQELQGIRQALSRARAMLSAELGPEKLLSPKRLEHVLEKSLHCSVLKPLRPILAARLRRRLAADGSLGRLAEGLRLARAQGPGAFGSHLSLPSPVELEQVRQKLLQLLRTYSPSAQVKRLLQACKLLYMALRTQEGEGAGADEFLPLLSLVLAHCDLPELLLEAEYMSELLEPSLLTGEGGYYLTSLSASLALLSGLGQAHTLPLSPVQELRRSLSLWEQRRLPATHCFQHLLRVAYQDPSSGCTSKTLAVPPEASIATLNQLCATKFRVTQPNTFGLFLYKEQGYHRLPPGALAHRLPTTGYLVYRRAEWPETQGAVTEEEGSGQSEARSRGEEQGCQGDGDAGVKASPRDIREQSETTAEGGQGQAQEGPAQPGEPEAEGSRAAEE
Numbers without * were called inactive; i = inactive; x = no result given.

1) CCOc1c(CNc2nnnn2C)cccc1OC
2) CCc1csc(CCNC(=O)C2CCC(=O)N(CCc3cccc(F)c3)C2)n1 (stereo not drawn)
3) Cc1cccc(N2CCN(CC(O)COc3ccc4ccccc4c3)CC2)c1 (stereo not drawn)
4) Cc1ccc(C(=O)OCC(=O)NCCN2C(=O)CSC2=O)cc1[N+](=O)[O-]
5) O=C(Nc1cccc2ccccc12)c1csc([C@@H]2C[C@H](O)[C@@H](CO)O2)n1
Assay by compound	1	2	3	4	5
LMPTP inh	-1.2	-0.7	-0.6	0.2	-1.1
Rpn11 inh	i	i	i	i	i
CSN inh	-4	-3	-7	0	0
Scp-1 inhibitor	-2	0	3	1	x
SUMO1 PPI mod	-1	-1	-2	-9	-8
DNMT1 inh	2	0	1	5	1
Neddylation inh	i	i	i	i	i
NadD block	-2	2	-3	-6	-8
STEP block	-4	0	-2	4	1
Rin1 Abl inh	3	1	1	3	-4

6) Cc1cccc(S(=O)(=O)c2c(N)n(/N=C/c3cccnc3)c3nc4ccccc4nc23)c1
7) CN(C)C(=O)c1cc(C(=O)Cc2ccccc2)c[nH]1
8) O=C(NC12CC3CC(CC(C3)C1)C2)c1cccnc1
9) Cc1cc(C)n(C(=O)CNc2ccccc2Cl)n1
10) CCN(CC(=O)Nc1ccc(NC(C)=O)cc1)C(=O)/C=C/c1cn(Cc2ccccc2)nc1-c1cccnc1
Assay by compound	6	7	8	9	10
LMPTP inh	2.2	0.1	-1.3	0.0	-0.4
Rpn11 inh	i	i	i	i	i
CSN inh	0	0	-6	0	-1
Scp-1 inhibitor	7	-7	-9	1	-5
SUMO1 PPI mod	7	10	-3	-2	-8
DNMT1 inh	3	2	0	0	-7
Neddylation inh	x	i	i	i	i
NadD block	4	0	-10	2	10
STEP block	1	5	-1	-1	-1
Rin1 Abl inh	-4	-4	0	-4	-2

11) Cc1cccc(CC(=O)N2CCC(n3nccc3NC(=O)C3CC3)CC2)c1
12) Cc1cc(C(=O)CN2C(=O)C(=O)N(CC(C)C)C2=O)c(C)n1C1CC1
13) COc1ccccc1OCC(=O)Nc1sc2c(c1C(=O)NCC1CCCO1)CCC2 (stereo not drawn)
14) COCCNC(=O)C1c2cc(OC)c(OC)cc2C(=O)N(C)C1c1cccnc1 (stereo not drawn)
15) O=C(NNC1=NS(=O)(=O)c2ccccc21)c1ccccc1Cl
Assay by compound	11	12	13	14	15
LMPTP inh	-1.8	-2.2	-0.7	-0.2	-0.1
Rpn11 inh	i	i	i	i	i
CSN inh	1	-1	-8	-2	-11
Scp-1 inhibitor	-10	-6	-23	-2	3
SUMO1 PPI mod	-3	-10	-1	0	-3
DNMT1 inh	2	0	1	2	5
Neddylation inh	i	i	i	i	i
NadD block	-2	-5	-5	-4	2
STEP block	-1	-1	-4	2	0
Rin1 Abl inh	-2	-1	-2	-1	0

In the list so far, these have a Cl atom:
9) Cc1cc(C)n(C(=O)CNc2ccccc2Cl)n1
15) O=C(NNC1=NS(=O)(=O)c2ccccc21)c1ccccc1Cl
Assay by compound	9	15
LMPTP inh	0.0	-0.1
Rpn11 inh	i	i
CSN inh	0	-11
Scp-1 inhibitor	1	3
SUMO1 PPI mod	-2	-3
DNMT1 inh	0	5
Neddylation inh	i	i
NadD block	2	2
STEP block	-1	0
Rin1 Abl inh	-4	0

The list continues.
16) CC(C)CCNC(=O)c1ccc2c(Cl)c3c(nc2c1)CCC3
17) O=C(NCc1ccncc1)c1ccccc1Nc1ccc(SC(F)F)cc1
18) COc1ccccc1NS(=O)(=O)c1cccc(NC(=O)C2CC(=O)N(Cc3ccccc3)C2)c1 (stereo not drawn)
19) CC(C)(C)NS(=O)(=O)NC(=O)C1=C(N2CCCC2)COC1=O
20) COCCCN1C(=O)C(=O)/C(=C(/O)c2ccc(OC(C)C)c(C)c2)C1c1ccncc1 (stereo not drawn)
Assay by compound	16	17	18	19	20
LMPTP inh	0.9	2.5	-1.6	-3.1	-1.7
Rpn11 inh	i	i	i	i	i
CSN inh	4	3	-6	-2	-4
Scp-1 inhibitor	10	1	1	-3	1
SUMO1 PPI mod	-7	5	4	4	-9
DNMT1 inh	-1	36	0	0	2
Neddylation inh	i	i	i	i	i
NadD block	-6	2	-6	-9	8
STEP block	0	-1	-4	2	3
Rin1 Abl inh	1	3	1	3	0

21) Cc1cccc(/C=N/NC(=O)CNc2cccc3ccccc23)n1
22) CC(C)C[C@@H](C(=O)O)N(Cc1cccc(CN([C@@H](CC(C)C)C(=O)O)S(C)(=O)=O)c1)S(C)(=O)=O
23) COc1ccc(C2c3[nH]c4ccccc4c3C[C@H]3C(=O)N(C4CCN(Cc5ccccc5)CC4)CC(=O)N23)cc1OC (stereo partly drawn)
24) Cc1cccc(NC(=S)NC(NC(=O)c2ccco2)C(Cl)(Cl)Cl)c1 (stereo not drawn)
25) O=C(c1cc([N+](=O)[O-])ccc1N1CCCCC1)N1CCCCC1
Assay by compound	21	22	23	24	25
LMPTP inh	0.7	0.6	-0.9	1.2	-0.4
Rpn11 inh	i	i	i	i	i
CSN inh	9	1	-2	-1	0
Scp-1 inhibitor	-8	-6	-10	-8	1
SUMO1 PPI mod	-5	1	7	7	-23
DNMT1 inh	-34	2	-7	3	1
Neddylation inh	i	i	i	i	i
NadD block	16	-1	7	-7	-2
STEP block	7	2	1	-1	-2
Rin1 Abl inh	-3	5	10*	-2	-5

26) CCCn1c(N)c(N(CCOC)C(=O)c2ccc([N+](=O)[O-])c(C)c2)c(=O)[nH]c1=O
27) COc1ccccc1NC(=O)c1oc2ccccc2c1NC(=O)c1cc(OC)c(OC)c(OC)c1
28) Cc1nn(C)c(Cl)c1/C=N/OC(=O)c1ccccc1
29) COc1ccc(C2C(C#N)=C(N)OC3=C2C(=O)CC(C)(C)C3)cc1OC (stereo not drawn)
30) O=C1CC(c2cccc(Cl)c2)Cc2nc(N3CCN(c4ccccc4)CC3)ncc21 (stereo not drawn)
Assay by compound	26	27	28	29	30
LMPTP inh	-0.6	1.3	0.1	0.5	-2.3
Rpn11 inh	i	i	i	i	i
CSN inh	3	3	-1	1	13
Scp-1 inhibitor	19	0	4	-5	2
SUMO1 PPI mod	-6	-37	3	2	27
DNMT1 inh	2	1	0	2	4
Neddylation inh	i	i	i	i	i
NadD block	-1	-4	0	5	3
STEP block	-2	-1	0	3	3
Rin1 Abl inh	1	1	-2	1	1

31) CCN1CCN(c2ccc(NC(=O)c3ccc(C#N)cc3F)cc2Cl)CC1
32) CCCc1ccc(C(O)c2ncc(-c3ccccc3F)[nH]2)cc1 (stereo not drawn)
33) Cc1nccc2[nH]c(=O)c(C(=O)NC3CCCCC3C)cc12 (stereo not drawn)
34) C=C(C)CNc1cc(S(=O)(=O)N2CCOCC2)ccc1Oc1ccccc1
35) Cc1nc2cc(C(=O)OCC(=O)N(CC(C)C)C3CCS(=O)(=O)C3)ccc2n1-c1ccccc1 (stereo not drawn)
Assay by compound	31	32	33	34	35
LMPTP inh	0.4	2.2	-1.2	2.6	0.9
Rpn11 inh	i	i	i	i	i
CSN inh	-9	-1	3	-1	4
Scp-1 inhibitor	-7	x	-3	-11	-2
SUMO1 PPI mod	0	-2	-11	1	-1
DNMT1 inh	0	-6	3	4	-2
Neddylation inh	i	i	i	i	i
NadD block	-14	5	2	-9	1
STEP block	0	-2	-6	-2	-1
Rin1 Abl inh	-3	0	-2	1	-3

36) CCn1c(SC)nnc1-c1c[nH]c2ccccc12
37) CCOc1cc(C(=S)N2CCOCC2)ccc1OC(=O)/C=C/c1ccc(OC)c(OC)c1
38) Cc1nn(-c2ccccc2)c(C)c1C(=O)OCC(=O)Nc1ccc(C(N)=O)cc1
39) COc1ccc(/C=C/C(=O)NC(=S)Nc2ccc(N3CCN(C(C)=O)CC3)cc2)cc1
40) O=C(c1cc(Cl)c(=O)n(Cc2ccc(Cl)cc2)c1)N1CCOCC1
Assay by compound	36	37	38	39	40
LMPTP inh	-0.3	2.7	-0.1	1.1	-1.8
Rpn11 inh	i	i	i	i	i
CSN inh	-6	-4	5	3	-4
Scp-1 inhibitor	-1	-1	x	-8	-2
SUMO1 PPI mod	-2	-7	-1	4	-2
DNMT1 inh	6	2	-4	-3	4
Neddylation inh	i	i	i	i	i
NadD block	5	-1	0	-5	0
STEP block	0	2	-1	3	2
Rin1 Abl inh	-1	2	0	-1	-6

41) Cc1ccc(CN2C(=O)[C@H]3Cc4c([nH]c5ccccc45)C(C)(C)N3C2=O)cc1
42) Cc1c(Br)c([N+](=O)[O-])nn1CC(=O)NCCc1c[nH]c2ccccc12
43) CCc1nc2ccccc2c(C(=O)Nc2cc(C)ccc2C)c1C
44) Cc1ccc(Nc2nnc(SCC(=O)NC3CCS(=O)(=O)C3)s2)c(C)c1 (stereo not drawn)
45) CCc1ccccc1Oc1nc2cc(-c3cccc(OC)c3)sc2c(=O)n1C
46) CC(C)N(Cc1nc(-c2ccc(Cl)cc2)no1)C(=O)CN(C)S(=O)(=O)c1ccc(Cl)cc1
Assay by compound	41	42	43	44	45	46
LMPTP inh	3.1	1.4	0.7	-0.8	2.0	3.6
Rpn11 inh	i	i	i	i	i	i
CSN inh	-1	4	-1	-5	-4	-1
Scp-1 inhibitor	0	-9	-1	-1	x	-4
SUMO1 PPI mod	3	-15	1	-2	-16	-2
DNMT1 inh	1	0	1	7	-3	-3
Neddylation inh	i	i	i	i	i	i
NadD block	-5	-3	-14	-1	2	-7
STEP block	1	-1	-1	8	1	-1
Rin1 Abl inh	-3	5	4	0	0	1

Taken from above:
In LMPTP inh, CCc1nc2ccccc2c(C(=O)Nc2cc(C)ccc2C)c1C is listed with 0.7
In Rin1 Abl inh, CCc1ccccc1Oc1nc2cc(-c3cccc(OC)c3)sc2c(=O)n1C is listed with 0
In Scp-1 inhibitor, CC(C)N(Cc1nc(-c2ccc(Cl)cc2)no1)C(=O)CN(C)S(=O)(=O)c1ccc(Cl)cc1 is listed with -4
In Rin1 Abl inh, Cc1ccc(CN2C(=O)[C@H]3Cc4c([nH]c5ccccc45)C(C)(C)N3C2=O)cc1 is listed with -3
In Scp-1 inhibitor, Cc1c(Br)c([N+](=O)[O-])nn1CC(=O)NCCc1c[nH]c2ccccc12 is listed with -9
